GLP1R ag – agonists of human GLP-1 receptor; Potency, µM (doses to about 45.6 µM), without a hit: top-dose activation, most hits filed as activators; 380,000 compounds, 0.007% hits; AID 624172; HEK293 GLP-1R CRE-luciferase, luminescence, 4-6 h; cells express a hypersensitive GLP-1R form; note: potency is the fitted concentration of half-maximal effect; % of control where 0% means no effect
IL-2 act – activators of IL-2. IL-2 activation reporter assay, cell-based qHTS; stimulated with anti-CD3/CD4/CD28 beads; in transgenic mouse T cells. activation, % (series mostly up to about 46 µM). 360,000 compounds, 0.065% hits. AID 652025; in the data active = activation above about 50%; inconclusive = mostly about 30% to 49%; note: 0% is about no effect
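Readout is EGFP and DsRed signal by fluorescent plate cytometry after 18 h at 37 degrees C. Transgenic mouse T cells (750/well) received compound for 60 min before bead stimulation (anti-CD3, anti-CD4, anti-CD28); memory T cells served as non-tolerant control.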
D3 ag – D3 dopamine receptor (human) agonism. D3R DiscoveRx beta-arrestin cells, luminescence, 90 min. 410,000 compounds, 0.58% hits. max activation, %. P35462. AID 652048; in the data active = max activation above about 30%; note: 0% is about no effect; mostly tested at two doses, the higher about 12 µM
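Agonist mode: compounds and dopamine controls were applied to plated cells for 90 min at 37 degrees C after an overnight attachment at 1500 cells/well. Luminescent read-out followed 30 - 60 minutes at room temperature with DiscoveRx detection reagent.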
DRD3 antagonist – blocks the human D3 dopamine receptor; P35462; max response, negative = inhibition, %; AID 652054; D3R cells, DiscoveRx beta-arrestin luminescence, antagonist mode; stronger effect = lower value; 360,000 compounds, 2.5% hits; in the data active = max response below about -50%; inconclusive = no clear call, values can overlap the other calls; note: % is set by controls: 0 for no effect and ±100 for the full control effect; mostly tested at two doses, the higher about 12 µM
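Cells plated overnight at 1500 cells/well, then exposed to library compounds with dopamine controls for 90 minutes at 37 degrees C. DiscoveRx reagent added for 30–60 minutes at room temperature; luminescence read, quantitative HTS format.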
PI5P4K alpha inh – inhibitors of human PI5P4K alpha | P48426 | PI5P4Kalpha enzyme, ADP-Glo luminescence, 60 min; stronger effect = lower value | max response, % | 330,000 compounds, 1.2% hits; active = max response of -50% or lower; inconclusive = between -30% and -50%; inactive = -30% or higher; note: value at the top dose of about 77 µM; % is set by controls: 0 for no effect and ±100 for the full control effect
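Reactions run in 0.038 M HEPES pH 7.4, 0.28 mM EGTA, 0.1% CHAPS and 5% DMSO, with PI5P4Kalpha, substrate, compound and 5 microM ATP final, one hour at room temperature. Readout is ADP-Glo luminescence.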
PLK1 PBD block – inhibitors of human PLK1 polo-box domain binding; P53350; Plk1 PBD binding of FITC phosphopeptide, fluorescence polarization; Potency, µM, without a hit: max response, negative = inhibition, most hits filed as inhibitors; 360,000 compounds, 2.8% hits; AID 720504; note: potency is the fitted concentration of half-maximal effect; series mostly up to about 57 µM; % is set by controls: 0 for no effect and ±100 for the full control effect; nearly all actives have a fitted effect of over 65% in size
GLP1R cytotox – cytotoxicity counter-screen for GLP-1 receptor inverse agonists | 410,000 compounds, 0.13% hits | Potency, µM (doses to about 38.3 µM), without a hit: at the highest dose activity change, negative = inhibition, most hits filed as inhibitors | HEK293 cAMP-luciferase reporter cells, luminescence, 24 h;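 note: loss of luciferase light is scored as toxicity; potency is the fitted concentration of half-maximal effect; % is set by controls: 0 for no effect and ±100 for the full control effect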
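To flag toxic compounds, the library was rerun on cells for 24 hr at 37 deg C and 5% CO2. Viability-linked luminescence was captured 12 min after adding luciferase detection reagent.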
GLP1R inv ag – inverse agonists of human GLP-1 receptor; P43220; HEK293 GLP-1R CRE-luciferase, luminescence, 24 h; GLP-1R form is constitutively active; Potency, µM (titrated, usually from 38.3 µM), without a hit: at the highest dose activity change, negative = inhibition, usual class: inhibitors; 410,000 compounds, 1.6% hits; note: potency is the fitted concentration of half-maximal effect; % is set by controls: 0 for no effect and ±100 for the full control effect; nearly all actives have a fitted effect of over 55% in size
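qHTS in 1536-well format: reporter HEK293 cells expressing constitutive GLP-1R activity in DMEM + 10% Nu serum, 24 hr with compounds at 37 deg C, luminescence read after 12 min with detection reagent.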
WRN inhibitor – WRN helicase (human) inhibition | Potency, µM (titrated, usually from 114 µM), without a hit: at the highest dose activity change, negative = inhibition, usual class: inhibitors | WRN helicase unwinding, fluorescent forked duplex, kinetic | Q14191 | 360,000 compounds, 0.46% hits; note: potency is the fitted concentration of half-maximal effect; % is set by controls: 0 for no effect and ±100 for the full control effect; nearly all actives have a fitted effect of over 55% in size
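Kinetic red-fluorescence monitoring (525/598 nm) tracks WRN helicase activity after 100 nM fluorophore-quencher forked duplex and 2 mM ATP are added to 20 nM enzyme pretreated 15 min at room temperature with compound.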
* hit, by the source's call; u = inconclusive; x = no result given; [ ] = dose if it differs, or a comment. Unless noted, calls come from the whole dose curve; as a rule, active = well fitted curve in the direction sought with a large enough effect; inconclusive = small, poorly fitted or top-dose-only effect, or another doubt; inactive = no such curve, though single readings can be large; an effect the other way counts as inactive or inconclusive.

Each structure is followed by: GLP1R ag	IL-2 act	D3 ag	DRD3 antagonist	PI5P4K alpha inh	PLK1 PBD block	GLP1R cytotox	GLP1R inv ag	WRN inhibitor
Cc1ccc(C)c(OCCn2cc(/C=C(\C#N)C(=O)NCc3ccco3)c3ccccc32)c1
    0%	-3.7	-3	-10	5	1%	9%	1%	-3%
O=C(COC(=O)c1ccc(S(=O)(=O)C(F)F)cc1)Nc1cccnc1Cl
    4%	-4.1	-5	4	1	-8%	4%	10%	4%
COc1ccccc1NC(=O)COC(=O)c1ccc2c(c1)OCCO2
    -1%	0.6	-4	-12	10	-9%	2%	-8%	-14%
COc1ccc(C(=O)N2CCOCC2)cc1S(=O)(=O)N1CCCc2ccccc21
    0%	-2.8	-2	-13	0	-7%	0%	-2%	-2%
O=C(CN1C(=O)C2CCCCC2C1=O)Nc1cc(C(F)(F)F)ccc1N1CCCC1 (centres undefined)
    -1%	-1.1	5	17	u	-3%	11%	u	-1%
Cc1[nH]nc2c1C(c1ccc(F)cc1)C(C#N)=C(N)O2 (centres undefined)
    -6%	-2.4	-9	-19	-23	-17%	-6%	1%	-3%
c1nc(N2CCN(Cc3ccc4c(c3)OCO4)CC2)c2[nH]cnc2n1
    -2%	-2.4	-9	-62*	7	1%	3%	8%	-2%
COc1ccc(C2(C(=O)Nc3nncs3)CCCC2)cc1
    12%	0.6	4	-21	x	1%	19%	-6%	-11%
CC1CN(Cc2cc(=O)n3ccsc3n2)CC(C)O1 (centres undefined)
    -9%	0.1	-1	-4	0	-16%	-3%	-6%	6%
Cc1nonc1CC(=O)N1CCCC(C(=O)c2ccc(Cl)cc2)C1 (centres undefined)
    13%	-0.6	5	8	2	3%	8%	-2%	-6%
Cc1ccc2[nH]c(=O)c(C(c3nnnn3CC3CCCO3)N3CCc4ccccc4C3)cc2c1 (centres undefined)
    1%	1.9	-1	-21	x	-30%	0%	6%	-1%
CC(=O)NC1(C(F)(F)F)NC(=O)N(CCc2ccccc2)C1=O (centres undefined)
    -1%	-2.3	0	-7	4	-5%	7%	14%	6%
CCCn1c(C2CCCN2c2nc(-c3cccc(Br)c3)cs2)nc2cc(Cl)c(Cl)cc21 (centres undefined)
    0%	-2.6	-32	-22	-2	u	0%	u	-9%
Cc1ccccc1NC(=S)N(Cc1ccccn1)Cc1ccccc1Cl
    15%	-3.3	-13	-4	6	-1%	u	u	-6%
O=[N+]([O-])c1ccc(NC(=S)NCc2ccc(F)cc2)cc1
    1%	-0.5	-8	u	6	-30%	u	u	-8%[11.6 µM]

Two consecutive entries out of the list so far, for reference:
Each structure is followed by: GLP1R ag	IL-2 act	D3 ag	DRD3 antagonist	PI5P4K alpha inh	PLK1 PBD block	GLP1R cytotox	GLP1R inv ag	WRN inhibitor
Cc1nonc1CC(=O)N1CCCC(C(=O)c2ccc(Cl)cc2)C1 (centres undefined)
    13%	-0.6	5	8	2	3%	8%	-2%	-6%
Cc1ccc2[nH]c(=O)c(C(c3nnnn3CC3CCCO3)N3CCc4ccccc4C3)cc2c1 (centres undefined)
    1%	1.9	-1	-21	x	-30%	0%	6%	-1%

Next section:
Each structure is followed by: GLP1R ag	IL-2 act	D3 ag	DRD3 antagonist	PI5P4K alpha inh	PLK1 PBD block	GLP1R cytotox	GLP1R inv ag	WRN inhibitor
O=C(c1ccc(F)cc1F)N1CCC(N2CCC(C(=O)N3CCOCC3)CC2)CC1
    -5%	-3.5	-12	-10	2	-11%	-1%	8%	5%
O=C(COc1coc(CN2CCN(c3ccccc3F)CC2)cc1=O)NCC1CCCO1 (centres undefined)
    -12%	-0.5	1	48	-2	-5%	-8%	10%	-5%
CCc1ccc(N2CC(C(=O)Nc3ccc(C)c(S(=O)(=O)N4CCOCC4)c3)CC2=O)cc1 (centres undefined)
    0%	4.3	3	8	0	-6%	3%	-28%	-25%
COc1cc(NC(C)=O)ccc1-c1cc2ccccc2oc1=O
    6%	2.3	5	1	-7	4%	-15%	-28%	8%
Nc1nc(N)nc(-c2ccccc2)n1
    -2%	0.2	-18	0	4	-12%	0%	6%	-1%
Cc1c(-c2nc(N)nc(Nc3ccc(F)cc3)n2)oc2ccccc12
    -11%	4.0	19	0	-9	-6%	-22%	10%	-29%
CCNC(=S)Nc1ccc(OC(F)(F)F)cc1
    0%	-4.6	-7	-11	-1	-8%	4%	1%	2%
COc1ccc(C)cc1NC(=O)CSc1nnnn1C1CCCC1
    -1%	-0.2	-15	1	1	2%	-4%	-25%	10%
COCc1ccc(C(=O)NC2CCSc3ccccc32)cc1 (centres undefined)
    14%	-2.9	17	-8	1	-1%	u	-9%	1%
CCc1nnc(NC(=O)c2ccc3nc(CC)c(CC)nc3c2)s1
    0%	-2.5	2	8	-7	-7%	-1%	5%	7%
CCN(CC)S(=O)(=O)c1ccc(-c2nnc3sc4cccc(C)c4n23)cc1
    4%	-4.2	-7	-7	-3	-8%	1%	-12%	-4%
CCNc1nc(Oc2ccc(=O)n(C)n2)nc(N2CCOCC2)n1
    -2%	0.6	5	0	3	-7%	-10%	17%	-3%
Cc1ccc(/C=N/NC(=O)c2cccc(S(=O)(=O)N3CCOCC3)c2)o1
    -1%	-0.4	2	-1	7	-12%	19%	-7%	-12%
O=C(Nc1ccccc1)c1nc[nH]c1C(=O)N1CCN(c2ccccc2)CC1
    -2%	0.7	20	-13	2	-6%	-3%	1%	-4%
O=C(CSc1nc2ncc(Cl)cc2[nH]1)c1ccc2c(c1)OCO2
    3%	-3.0	-4	-15	-11	-9%	6%	38%[activator]	-7%
C=CCNC(=O)CSc1ccc(Cl)cc1
    -7%	-2.7	-1	-19	-7	-8%	-21%	0%	19%
Cc1cccn2cc(-c3cc4ccccc4oc3=O)nc12
    4%	0.9	-7	0	-4	-28%	4%	-5%	-6%
Nc1[nH]ncc1C(=O)Nc1cccc(C(F)(F)F)c1
    -5%	-0.9	0	3	5	-5%	16%	-25%	-4%
Cc1ccc(N2CC(C(=O)Nc3ccc(S(=O)(=O)N4CCOCC4)cc3)CC2=O)cc1Cl (centres undefined)
    -14%	-1.1	-8	-20	9	-8%	-3%	-2%	-2%
CCNC(=O)C1CCCN(C(=O)c2ccccc2OC(F)(F)F)CC1 (centres undefined)
    -1%	-0.2	-9	1	-5	3%	-5%	20%	4%
COC(=O)[C@@]1(Cc2ccccc2)[C@H]2C(=O)N(C)C(=O)[C@H]2[C@H]2CN(C)C(=NCc3ccccc3)N21
    1%	-0.1	5	13	-2	1%	1%	11%	0%
Nc1nc(Cl)cc(-c2ccccc2)n1
    3%	0.2	-3	-7	2	-13%	-6%[7.66 µM]	-15%[7.66 µM]	-10%
O=C(C1=NNCC1c1ccccc1)C1CO1 (centres undefined)
    -6%	1.5	17	-20	-5	-15%	4%	10%	2%
CCOCCCNC(=O)c1ccc2c(c1)OCO2
    0%	-1.3	-5	-6	4	-5%	-13%	8%	4%
Cc1c(NC(=O)CSc2cccc3cccnc23)c(=O)n(-c2ccccc2)n1C
    -13%	-3.7	0	-24	x	17µM*	u	5.6µM*	7%
COc1ccc(-n2nc(C(=O)NCC(=O)N3CCOCC3)c3ccccc3c2=O)cc1Cl
    14%	0.9	0	4	1	-2%	1%	22%	2%
CC1(C(=O)NS(=O)(=O)c2cccc(F)c2)CCN1C(=O)C1(c2ccc(Cl)cc2)CCC1 (centres undefined)
    3%	-0.7	4	8	-1	-4%	1%	u	0%
O=C(O)/C(=C\c1cccs1)c1ccc(F)cc1
    6%	-0.6	6	8	3	1%	8%	2%	-7%
O=C(Nc1ccc(N2CCN(C(=O)c3ccco3)CC2)cc1)c1ccco1
    1%	5.5	-1	2	1	-1%	7%	12%	1%
Cc1cc(C)cc(OC(=O)CN2C(=O)c3ccccc3C2=O)c1
    -8%	0.6	-1	17	0	-4%	-2%	15%	-25%
COc1cc(OC)c(-c2nc3cnccc3n2C)cc1OC
    7%	0.1	-3	17	x	0%	3%	0%	-3%
C=CCSc1nnc(CNC(=O)c2ccccc2C)n1C(C)C
    -6%	-2.3	0	1	0	-12%	-1%	8%	4%
S=c1sc2c(N3CCN(Cc4ccccc4)CC3)ncnc2n1-c1ccccc1
    -5%	-2.4	1	5	0	0%	-8%	u	3%
COc1cccc(/C=N\NC(=O)c2cc(OCC(F)(F)F)ccc2OCC(F)(F)F)c1
    -7%	0.4	2	4	-2	0%	-27%	-8%	-2%
CC(C)C[C@H]1CNC(=S)N1C[C@H]1CCCN1C[C@H](Cc1ccc(O)cc1)N1C[C@H](Cc2ccc(O)cc2)N(CC2CCCCC2)C1=S
    -8%	-0.9	3	5	-6	2%	-21%	u	-8%
Cc1oc(CSCC2CCCO2)cc1C(=O)O (centres undefined)
    1%	-3.9	3	-6	3	-10%	-6%	4%	-26%
O=C(NCc1ccc(F)cc1)C1CCN(C(=O)NCc2ccccc2)CC1
    -8%	-1.7	1	-2	13	-3%	7%	7%	1%
O=C(Nc1cccc(S(=O)(=O)NC2=NCCCCC2)c1)c1cc(-c2ccc(Cl)cc2)nc2ccccc12
    7%	5.6	-10	23	3	-1%	4%	u	-7%
COc1ccc(N2CCN(C(=O)[C@H](C)N3C(=O)C4CC=CCC4C3=O)CC2)cc1 (some centres undefined)
    5%	-0.5	7	-16	1	2%	-6%	4%	4%
Cc1ccc(S(=O)(=O)CC(=O)NCc2ccccc2)cc1
    -5%	-4.2	9	12	1	1%	-4%	14%	2%
Cc1ccnc(SCc2cc(=O)c(OC(=O)c3ccc(Br)o3)co2)n1
    -29%	0.3	-3	1	3	-26%	-2%	12%	-10%
O=C(CCS(=O)(=O)Cc1ccccc1)N1CCN(c2ccccc2)CC1
    -9%	-0.5	-4	-11	x	-6%	-4%	-9%	12%
COc1ccc(/C=C/C(=O)OC(C)CN2CCOCC2)cc1 (centres undefined)
    -4%	-3.3	-10	u	-4	-9%	-5%	0%	-1%
Cc1c(C(=O)NCc2ccccc2)oc2c1C(=O)CCC2
    -5%	1.4	5	0	-5	-2%	-4%	2%	2%

Screening results: PubChem BioAssay, National Center for Advancing Translational Sciences (NCATS)
